Bioassay records as filed in PubChem BioAssay.
RTF Ca sens act – cardiac RTF calcium sensitivity activators, primary screen, biochemical, IANBD-TnC fluorescence, EC20 calcium | Troponin I, cardiac muscle (Homo sapiens) + Troponin T, cardiac muscle (Homo sapiens) + … | IANBD-labeled TnC RTF fluorescence at EC20 calcium; 0% EC20 calcium, 100% full calcium | activation, % at 7.2 µM | 340,000 compounds, 0.24% hits;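 active = activation above the mean over all tested compounds plus 3 SD, cut at about 30% in these data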;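 note: rise in fluorescence read as greater calcium sensitivity of cardiac thin filaments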
Rtt109 HAT inh – inhibitors of C. albicans Rtt109/Vps75 HAT, primary screen, biochemical, ThioGlo CoA-SH fluorescence, plate reader; Histone acetyltransferase RTT109 (Candida albicans (strain SC5314 / ATCC MYA-2876)), …; purified Rtt109/Vps75, 4 h; inhibition, % at 34.9 µM; 330,000 compounds, 0.16% hits; AID 540336, 2011;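 active = inhibition of at least 50% in every replicate; inconclusive = best replicate reaches 50% inhibition but some replicates fall short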
Target sequence (Q5AAJ8 whole entry, looked up): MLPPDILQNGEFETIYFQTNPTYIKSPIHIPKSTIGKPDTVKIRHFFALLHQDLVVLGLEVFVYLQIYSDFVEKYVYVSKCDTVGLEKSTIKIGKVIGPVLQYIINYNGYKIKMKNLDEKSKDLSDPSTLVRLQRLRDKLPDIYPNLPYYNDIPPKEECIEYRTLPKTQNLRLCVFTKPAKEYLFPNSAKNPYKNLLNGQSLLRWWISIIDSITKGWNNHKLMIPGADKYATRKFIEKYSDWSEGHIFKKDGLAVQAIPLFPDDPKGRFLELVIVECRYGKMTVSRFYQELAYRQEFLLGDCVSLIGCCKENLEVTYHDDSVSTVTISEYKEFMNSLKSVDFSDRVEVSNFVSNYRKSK
Wnt act – Wnt/beta-catenin pathway activators, primary screen, cell-based, plate reader, single point | 300,000 compounds, 1.2% hits | activation, % at 9.35 µM | Wnt/beta-catenin reporter cell assay, activator; in the data active = activation above about 30%, passing the limit was not always enough; inconclusive = no clear call, values can overlap the other calls;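 note: 0% = neutral control wells and 100% = positive control wells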
PvdQ inh – P. aeruginosa PvdQ acylase inhibitors, primary screen, biochemical, fluorescence, plate reader and imaging, single point; PvdQ acylase [Pseudomonas aeruginosa LESB58]; purified PvdQ acylase; inhibition, % at 10 µM; 340,000 compounds, 0.063% hits; AID 488965, 2010; in the data active = inhibition above about 30%, passing the limit was not always enough; inconclusive = no clear call, values can overlap the other calls;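 note: 0% = vehicle neutral wells and 100% = reference inhibitor wells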
SR-BI DiI-HDL act – activators of SR-BI mediated DiI-HDL uptake, primary screen, ldlA[mSR-BI] CHO cells, DiI fluorescence. 3 h; 100 = double the neutral-control signal. activation, % at 12.5 µM. 320,000 compounds, 0.096% hits. AID 504775, 2011;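 active = mean replicate activation of at least 60% and every replicate at or above 60%; inconclusive = mean or all-replicate condition met, but not both; inactive = mean below 60% and not all replicates reaching 60%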;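 note: 0% = median plate neutral-control signal and 100% = twice that signal; values of inactives mirror those of a sister screen read the other way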
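Material: SR-BI-overexpressing, LDLR-lacking CHO cells; schedule: compound exposure 3 h, 37 °C; reagent: DiI-labelled HDL at 10 µg/mL final; technique: bottom-read fluorescence, 550/595 nm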
SR-BI DiI inh – inhibitors of SR-BI mediated HDL lipid uptake, primary screen, ldlA[mSR-BI] cells, fluorescence, single point. Scavenger receptor class B member 1 (Mus musculus), Q61009. ldlA[mSR-BI] CHO cells, DiI-HDL uptake fluorescence, 3 h. inhibition, % at 12.5 µM. 320,000 compounds, 0.96% hits. AID 488896, 2010;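 active = mean replicate inhibition of at least 70% and a set share of replicates each scoring 70 or more; inconclusive = meets just one of the two criteria; inactive = fails both criteria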;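 note: 0% = median of neutral control wells and 100% = median of positive control wells; values of inactives mirror those of a sister screen read the other way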
HTR5A ag – HTR5A agonists in luminescence cell assay, primary screen, counter-screen for OPRM1-OPRD1 heterodimer agonist project, full-deck HTS. cell-based. activation, % at 9.3 µM. AID 504692, 2011. 5-hydroxytryptamine receptor 5A (Homo sapiens), P47898. 340,000 compounds, 0.61% hits; in the data active = activation mostly above about 9.5%, no sharp cut-off; inactive = mostly below about 7.6%;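 note: 0% = cells with vehicle only and 100% = reference agonist; strong numbers were not always called active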
Target sequence (P47898 whole entry, looked up): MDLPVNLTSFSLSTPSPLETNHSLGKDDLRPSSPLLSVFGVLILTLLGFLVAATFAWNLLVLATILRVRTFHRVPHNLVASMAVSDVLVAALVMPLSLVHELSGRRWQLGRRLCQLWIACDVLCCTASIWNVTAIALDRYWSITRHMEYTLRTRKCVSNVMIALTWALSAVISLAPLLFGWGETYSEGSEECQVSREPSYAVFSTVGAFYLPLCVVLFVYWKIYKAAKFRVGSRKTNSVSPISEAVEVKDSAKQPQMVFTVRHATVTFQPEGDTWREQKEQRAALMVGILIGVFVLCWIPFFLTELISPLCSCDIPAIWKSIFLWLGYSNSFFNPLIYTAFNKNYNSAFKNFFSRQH
MITF act – activators of MITF-driven TRPM1 promoter reporter, primary screen, cell-based, SK-MEL-5, luciferase, single point; SK-MEL-5 TRPM1-promoter luciferase, 24 h; % of positive control, neutral wells = 0; 300,000 compounds, 0.75% hits; activation, % at 12.5 µM; AID 588334, 2011;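 active = mean activation of at least 80% with every replicate also reaching 80%; inconclusive = mean reaches 80% but some replicate falls short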;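 note: 0% = neutral control wells and 100% = parthenolide positive control wells; values of inactives mirror those of a sister screen read the other way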
dFosB act – activators of delta FosB homodimer, primary screen, biochemical, fluorescence polarization, TAMRA-CDK5 oligo, single point; purified delta FosB; percent of positive-control signal above neutral wells; Protein FosB (Mus musculus), P13346; 340,000 compounds, 0.99% hits; activation, % at 25 µM;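 active = mean activation above about 17%, with every replicate also reaching it, limit read from the data, passing the limit was not always enough; inconclusive = only one of the two conditions met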;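 note: fluorescence polarization rise as delta FosB binds a TAMRA Cdk5 AP-1 oligo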
Target sequence (P13346 whole entry, looked up): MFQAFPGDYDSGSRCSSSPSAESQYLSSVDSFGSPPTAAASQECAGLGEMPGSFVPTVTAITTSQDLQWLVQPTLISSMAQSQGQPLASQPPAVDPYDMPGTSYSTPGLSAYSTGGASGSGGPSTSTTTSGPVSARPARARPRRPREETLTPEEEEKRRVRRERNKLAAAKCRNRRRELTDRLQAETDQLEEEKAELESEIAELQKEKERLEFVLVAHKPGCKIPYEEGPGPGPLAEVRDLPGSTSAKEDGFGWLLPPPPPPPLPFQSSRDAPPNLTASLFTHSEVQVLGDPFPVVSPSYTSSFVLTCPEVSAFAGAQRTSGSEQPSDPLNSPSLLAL
CDK5 p35 inh – inhibitors of human CDK5/p35 kinase, primary screen, biochemical, single concentration. Cyclin-dependent kinase 5 (Homo sapiens) + Cyclin-dependent kinase 5 activator 1 (Homo …. Recombinant CDK5/p35, ADP-Glo luminescence, 60 min. inhibition, % at 10 µM. 330,000 compounds, 0.01% hits;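 active = highest replicate inhibition of at least 50% and at least 75% of replicates reaching 50%; inconclusive = only one of the two criteria met; inactive = both criteria failed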;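 note: plate controls were DMSO neutral control for no effect and GW8510 at 10 µM for full effect; many of its hits are not listed in these tables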
Numbers without * were called inactive; ? = inconclusive; / = no result given.

SMILES	RTF Ca sens act	Rtt109 HAT inh	Wnt act	PvdQ inh	SR-BI DiI-HDL act	SR-BI DiI inh	HTR5A ag	MITF act	dFosB act	CDK5 p35 inh
COc1cc(OC)cc(C(=O)NCC(=O)NCCN2C(=O)S/C(=C\c3ccc4c(c3)OCO4)C2=O)c1	-5	7	2	-3	-32	32	-4	11	-15	-0.6
Cc1ccc(S(=O)(=O)Nc2ccc(C(=O)NC3CC3)cc2)cc1	-2	-8	1	-7	/	-47	2	-8	2	0.2
COc1ccc(NCc2ccc3c(c2)OCO3)cc1Cl	-8	-11	4	-3	13	-13	4	17	-7	0.4
Cc1cc(C)cc(Oc2coc3c(CN(C)C)c(O)ccc3c2=O)c1	-1	-8	1	-24	11	-11	0	5	-3	-0.6
CC(=O)c1c(C(C)=O)c(C)n(C(c2ccccc2)c2ccccc2)c1C	0	5	-2	-11	/	/	5	16	-14	-1.5
CCOC(=O)C1(Cc2cccc(F)c2)CCN(C(=O)c2ccoc2C)CC1	1	8	-1	-14	-25	25	-1	1	-11	-2.8
N#Cc1c(NC(=O)COC(=O)c2nccnc2N)sc2c1CCCC2	-4	-3	1	-22	-20	20	-2	13	-5	-0.8
CCOC(=O)/C(C(=Nc1ccccc1)Nc1ccccc1)=C(\C)O	-4	-5	-1	5	-9	9	-1	/	4	-0.5
Cc1ccc2c(c1)CCCN2C(=O)c1ccoc1C	2	0	/	-11	-18	18	-5	3	-12	1.2
CN(C(=O)CSc1nc2sc3c(c2c(=O)n1C)CCC3)C1CCS(=O)(=O)C1 (configuration not stated)	-1	3	-3	-11	-10	10	3	5	0	-0.4
COc1ccc(NC(=O)CS(=O)c2ccccc2Cl)cc1 (configuration not stated)	1	2	1	-10	2	-2	-10	20	-6	-1.7
O=C(COC(=O)c1cnccn1)NC1CCCc2ccccc21 (configuration not stated)	1	-6	-2	-15	-12	12	-2	-11	1	0.1
COc1ccc(N(C(=O)c2snc(C(N)=O)c2N)C(C(=O)NC2CCCC2)c2ccco2)cc1 (configuration not stated)	-1	-21	-2	-10	/	/	1	15	-11	-1.0
Cc1cc(NC(=O)CSc2nc3c(c(=O)n2-c2ccc(Cl)cc2)SCC3)no1	-1	-11	-2	-12	0	0	4	-9	12	-0.4
Cc1nn(CC(=O)Nc2ccc(C#N)cc2)c(C)c1[N+](=O)[O-]	0	5	5	-9	/	/	-2	-4	-8	-1.5
COc1ccc(C(=O)NC(=S)Nc2ccc(N3CCN(C(C)=O)CC3)cc2)cc1[N+](=O)[O-]	1	-5	2	-12	/	/	-5	/	-13	-1.2
CC(C)Sc1nc2c(cnn2-c2ccc(F)cc2)c(=O)[nH]1	-3	-5	-1	-6	17	-17	5	19	0	0.2
N#CCSC1=Nc2ccccc2C2=NC(CCC(=O)N3CCN(c4ccccc4)CC3)C(=O)N12 (configuration not stated)	11	4	-1	-13	-8	8	0	-14	-9	2.0
Cc1ccc(N2CC(C(=O)Oc3cccc(N4C(=O)CCC4=O)c3)CC2=O)cc1 (configuration not stated)	1	0	-1	-9	27	-27	1	-7	-5	-2.6
Cc1ccc(C(=O)NCCNS(=O)(=O)c2ccccc2)cc1	-3	-5	-3	2	1	-1	-2	1	0	0.1
COc1cccc(N(CC(=O)NC2CCCC2)C(=O)Cn2nnc(-c3ccc(C)cc3)n2)c1	2	2	/	-11	-74	74*	3	-5	5	-1.8
O=C(O)c1cc([N+](=O)[O-])cc([N+](=O)[O-])c1N1CCN(c2cccc(C(F)(F)F)c2)CC1	-2	3	4	-12	4	-4	-2	6	5	-2.1
Nc1n[nH]c(N)c1N=Nc1ccccc1F	-10	0	2	-23	-16	16	-5	-7	-8	-1.7
CC(=O)c1ccc(OCCCC(=O)N2CCN(S(=O)(=O)c3cc(C)ccc3C)CC2)cc1	-11	-5	-4	-7	-29	29	5	-13	-2	0.6
CCSc1nnc(-c2ccc(S(=O)(=O)N3CCOCC3)cc2)n1C	-6	5	0	7	/	/	-2	1	-2	0.8
COc1ccc2[nH]c3c(c2c1)CCN1C(=O)C(CC(=O)NCCN2CCOCC2)C[C@H](C(=O)N2CCOCC2)[C@@]31C (some centres not stated)	-4	-6	-1	0	40	-40	0	-3	0	-0.9
COc1cccc(Oc2nc(-c3ccccc3O)nc3ccccc23)c1	-5	11	-4	-10	-34	34	2	-5	-2	0.8
COc1ccc(-c2cc(C(=O)N3CCN(S(=O)(=O)c4ccc(C)cc4)CC3)[nH]n2)cc1	8	-7	-2	7	-8	8	0	7	2	-0.4
O=C(Cn1cc(S(=O)(=O)Cc2ccccc2)c2ccccc21)N1CCOCC1	0	-15	0	-10	/	16	1	-5	0	-0.6
CCN1C(=O)N[C@H](c2ccc(Br)cc2)C(C(=O)OC)=C1C	4	-9	1	-9	10	-10	-2	10	-5	0.1
CSc1ncccc1C(=O)N(C)CC(=O)Nc1cccc(F)c1	-3	10	-2	6	20	-20	2	4	-3	1.0
COc1cc(C)ccc1OCCOCCOc1cccc2ccc(C)nc12	1	20	-2	8	-2	2	8.7*	-8	-12	0.9
O=C(Nc1ccc(-n2cc(Cl)cn2)cc1)c1ccncc1	-2	-1	3	-8	-15	15	14*	/	0	-1.3
Cn1c(C(=O)NN)cc2cc(Oc3ccccc3)ccc21	-2	0	-1	-9	-79	79*	4	/	-7	0.8
Cc1cc(C)c2nc(SCC(=O)N3CC(=O)Nc4ccccc43)c(C#N)cc2c1	0	15	/	13	-22	22	2	/	-12	0.0
Cc1ccc(C)c2sc(NC(=O)c3ccc(N4CCCCC4)c([N+](=O)[O-])c3)nc12	-4	-4	-2	-3	-71	71*	3	14	6	-4.7
COc1ccccc1CNC(=O)C(C)n1cccc1C(=O)c1ccccc1 (configuration not stated)	6	-1	0	-11	/	/	0	-4	-19	0.0
Cc1cccc(C(C)C)c1NC(=O)COC(=O)c1cccc(S(=O)(=O)N2CCc3ccccc3C2)c1	1	0	-3	-11	-25	25	15	1	?	-0.9
COc1ccc(C)cc1N(CC(=O)N1CCCCCC1)S(=O)(=O)c1ccccc1	-3	-4	-2	-13	/	/	-1	7	-7	-2.2
COc1ccc(/C=C\c2nc(=O)c3ccccc3o2)cc1	-1	21	5	-9	10	-5	0	2	-9	1.4
COc1ccc(CC(=O)Nc2ccc(C(=O)NCC(C)C)cc2)cc1	3	4	-3	17	-6	6	-3	4	28*	1.0
O=C(Nc1ccc([N+](=O)[O-])cc1)N1CCCCCC1	-1	0	0	-16	0	0	-1	21	9	0.6
Cc1cc(C)c(C(=O)OCC(=O)NCc2cccs2)c(C)c1	0	3	-1	0	-15	15	2	0	4	3.3
O=C(CN1C(=O)NC2(CCCC2)C1=O)NCC1CCCO1 (configuration not stated)	0	42	1	12	/	/	7	11	4	-0.9
COc1cc(/C=N/NC(=O)CN2CCCCC2)ccc1OCc1ccccc1	-3	21	/	13	-5	5	-2	70	-6	-1.0
CN(C(=S)NC1CCCCC1)C1(c2ccccc2Cl)CCCCC1=O (configuration not stated)	7	-2	3	-5	-11	11	6	-4	-10	0.3
Cc1nc2ccc(NC(=O)c3ccc([N+](=O)[O-])cc3)cc2s1	3	0	/	-9	-2	2	0	35	1	-1.0
Cc1ccc(CNC(=O)CCSCCC(=O)NCc2ccc(C)cc2)cc1	6	-9	0	-1	10	-10	-3	-2	-2	-1.8
CCOC(=O)C(C)Oc1c(Br)cc(C2NC(=O)NC(C)=C2C(C)=O)cc1OCC (configuration not stated)	3	-3	/	-5	28	-28	3	2	-2	-0.7
CCOC(=O)N1CCC(NC(=O)c2cccn3c(=O)c4cc(Br)ccc4nc23)CC1	4	-5	/	-11	5	-5	-4	1	-9	-1.4
Cc1ccc(S(=O)(=O)Nc2ccccc2-c2nc3ccccc3[nH]c2=O)cc1	3	9	-2	-3	23	-23	-1	1	-19	0.9
CCCCn1c(N)c(N(CCOC)C(=O)c2ccc(-c3ccc(Cl)cc3)o2)c(=O)[nH]c1=O	-2	2	23	7	-18	18	-1	10	-8	-0.3
COc1ccc(C(=O)N2CCN(c3ccc(C)cc3C)CC2)cc1OC	2	5	-1	-11	-53	53	1	/	-17	1.1
CCOC(=O)C1CCN(C(=O)c2sc3nc(-c4ccccc4)cn3c2C)CC1	1	7	-5	-4	-41	41	-2	/	-16	0.6
COc1ccccc1OCCC(=O)Nc1nc(C)cs1	5	6	-3	-7	-7	7	3	3	-12	1.4
Cc1nc2ccccn2c1C(=O)Nc1ccc2c(c1)OCCO2	4	6	3	-7	-8	8	2	/	3	-0.9
Cc1ccc(NC(=O)CSCC(=O)Nc2ccccc2C(=O)NC2CC2)cc1	-4	-31	0	-21	2	-2	-1	-7	?	-0.4
N#Cc1ccsc1NC(=O)CN1CCN(c2ccccn2)CC1	-12	-6	/	5	-7	7	2	9	2	-1.1
O=C(CSc1nc2[nH]ncc2c(=O)n1-c1ccc(Cl)c(Cl)c1)NCc1ccccc1Cl	-2	14	-2	-7	-21	21	5	-1	-7	-0.1
COc1ccc(/C=C/c2noc(-c3ccccc3OC(C)=O)n2)cc1	0	8	14	-16	23	-23	0	19	-5	-1.6

(next part)
SMILES	RTF Ca sens act	Rtt109 HAT inh	Wnt act	PvdQ inh	SR-BI DiI-HDL act	SR-BI DiI inh	HTR5A ag	MITF act	dFosB act	CDK5 p35 inh
CC(C)[C@@H]1N[C@]2(C(=O)Nc3ccccc32)[C@@H]2C(=O)N(c3cccc(C(F)(F)F)c3)C(=O)[C@@H]21	-2	3	/	-11	-6	6	-3	/	-14	0.7
CS(=O)(=O)c1ccc2nc(NC(=O)CCNC(=O)c3ccc(Cl)cc3)sc2c1	2	/	5	-6	-20	20	4	26	-1	-0.6
COC(=O)NNC(=O)CCCOc1ccc(Cl)cc1Cl	-2	5	-3	2	7	-7	3	2	5	-3.5
Cc1cc(N2CCCCC2)nc(N)n1	3	3	1	-4	25	-25	-1	3	1	0.8
Cc1ccc(C(=O)N2NC(c3ccccc3F)C3C(=O)N(c4cccc(C)c4)C(=O)C32)cc1 (configuration not stated)	7	11	-3	-13	-12	12	0	/	-2	-1.1
